BAP1 inh: inhibitors of human BAP1 deubiquitinase. Q92560. recombinant BAP1, Ub-AMC hydrolysis fluorescence kinetic; stronger effect = lower value. activity remaining (% of control), % at 20 µM. hit rate 0.48% among 72,000;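 active = activity remaining at or below 50% of control, provided the compound also passes the data quality filters; inactive = the rest, including low values that fail the filters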;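 note: 100% = DMSO wells rate and 0% = substrate alone blank rate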
Target sequence (Q92560 whole entry, looked up): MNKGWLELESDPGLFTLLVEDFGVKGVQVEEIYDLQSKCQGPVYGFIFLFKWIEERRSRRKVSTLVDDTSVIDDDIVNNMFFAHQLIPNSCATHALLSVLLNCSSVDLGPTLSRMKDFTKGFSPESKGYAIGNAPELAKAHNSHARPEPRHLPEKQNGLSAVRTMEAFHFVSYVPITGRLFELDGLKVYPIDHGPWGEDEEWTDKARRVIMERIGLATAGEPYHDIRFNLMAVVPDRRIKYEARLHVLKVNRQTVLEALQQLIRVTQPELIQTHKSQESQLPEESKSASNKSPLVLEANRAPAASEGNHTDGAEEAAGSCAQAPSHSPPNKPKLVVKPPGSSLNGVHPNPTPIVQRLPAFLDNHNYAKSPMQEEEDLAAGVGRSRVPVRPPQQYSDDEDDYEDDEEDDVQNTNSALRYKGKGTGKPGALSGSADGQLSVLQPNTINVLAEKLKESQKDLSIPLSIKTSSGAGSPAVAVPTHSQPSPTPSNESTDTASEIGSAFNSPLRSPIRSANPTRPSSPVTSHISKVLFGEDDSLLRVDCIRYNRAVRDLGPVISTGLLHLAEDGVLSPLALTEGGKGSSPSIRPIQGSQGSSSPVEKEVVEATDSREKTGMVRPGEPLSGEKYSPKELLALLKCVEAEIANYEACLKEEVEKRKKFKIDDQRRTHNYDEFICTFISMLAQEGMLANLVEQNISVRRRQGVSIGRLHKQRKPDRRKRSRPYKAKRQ
HePTP inh: human HePTP phosphatase inhibition; hit rate 0.64% among 110,000; recombinant HePTP phosphatase activity, OD absorbance; inhibition, % at 20 µM; AID 521; P35236; in the data active = inhibition above about 50%;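 note: plate controls were vehicle for no effect and reference inhibitor for full effect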
Active calls of the source: *; . = no result given; & = joins results of further samples. No enrichment for hits; about 0.91% have a hit in one of these screens.

SMILES | BAP1 inh | HePTP inh
Clc1ccc(-n2ncc3c(NCCN4CCOCC4)ncnc32)cc1 | 125 | .
CCOc1ccc(NC(=O)CC2S/C(=N\N=C3/C=C(C)CC(C)(C)C3)NC2=O)cc1 (stereo not drawn) | . | 10
CC(C)(C)C(=O)NC(=C(Cl)Cl)P(=O)(O)O | 102 | 0
Cc1ccc(-c2nnc(-c3ccc(NC(=O)c4ccco4)cc3)o2)cc1 | 51 | 9
Cc1ccc(N2C(=O)/C(=C/c3ccc(F)cc3)SC2=S)cc1C | . | 1
COc1cc(/C=C/C(=O)c2c(-c3ccccc3)c3cc(Cl)ccc3[nH]c2=O)cc(Br)c1OC | . | 8
O=C(Nc1ccc(-c2nc3ccccc3o2)c(O)c1)c1ccc(-c2ccc(Cl)cc2Cl)o1 | . | 11
CC(Sc1nnc(-c2cc3ccccc3o2)n1-c1ccccc1)C(=O)O (stereo not drawn) | 114 | 2
COc1cc2ccccc2cc1C(=O)Nc1ccc(S(=O)(=O)Nc2nc(C)cc(C)n2)cc1 | . | 8
N/C(=N\OC(=O)CCc1ccccc1)c1cccnc1 | . | 5
Cc1oc(C)c(C(=O)Nc2ccc(CC(=O)O)cc2)c1C(=O)Nc1ccc(CC(=O)O)cc1 | 77 | 4
O=C(Nc1nnc(-c2ccccc2)o1)c1ccc(Cl)cc1 | 77 | -3
CCCCn1c(SCC(=O)Nc2nc(C)cs2)nnc1-c1cccnc1 | 95 | 10
O=C1c2ccccc2C(=O)N1/N=C/c1ccc(Oc2ccc([N+](=O)[O-])cn2)cc1 | . | 7
Cc1ccc(-c2nc3ccc(Br)cc3c(C(=O)O)c2C)cc1 | . | 0
CC1CCCC(C)N1C(=O)COC(=O)c1ccc[nH]c1=O (stereo not drawn) | 114 | 7
CC(=O)c1cccc(S(=O)(=O)NCC(c2ccco2)N2CCCCC2)c1 (stereo not drawn) | 113 | -3
CCCN(CCC)c1nc(NC2CCN(C(=O)OCC)CC2)nc(OC)n1 | 91 | 2
O=C(NCCCO)/C(=C/c1ccc(-c2cccc([N+](=O)[O-])c2)o1)NC(=O)c1ccccc1 | . | -5
COc1ccc(C(c2sc3nc(C)nn3c2O)N2CCC3(CC2)OCCO3)cc1 (stereo not drawn) | 102 | 4
CCOC(=O)/C(C#N)=C\c1cc(OC)c(OC)cc1[N+](=O)[O-] | . | 3
COC(=O)c1c(C)c(-c2cccs2)nc2ccccc12 | . | -3
O=C(NCCNc1ccccc1[N+](=O)[O-])c1ccccc1F | . | -2
COC(=O)c1cccc(OCC(O)Cn2ccnc2)c1 (stereo not drawn) | 166 | 9
COCCNC(=S)c1ccc(OC)cc1 | 83 | 7
O=C(Nc1ccc(Cl)c(Cl)c1)Nc1nnc(SCc2ccccc2)s1 | . | 1
CCN(CC)C(=O)Nc1ccc(Cl)cc1 | . | 3
CCN(C1CCCCC1)S(=O)(=O)c1ccc(S(=O)(=O)N2CCN(CCC#N)CC2)cc1 | 101 | 2
COc1ccc(CCNC(=O)c2ccc([N+](=O)[O-])c(C)c2)cc1OC | . | 5
c1c2c(cc3sc(N4CCCCC4)nc13)OCCO2 | 94 | 3
COC(=O)CSc1nc2cc(OC)ccc2cc1C#N | . | 4
Cc1ccc(NC(=S)NC(=O)c2ccco2)cc1 | . | -7
Cc1ccc(C(=O)Nc2nc(COc3ccccc3)cs2)s1 | . | -6
O=C(Nc1ccc(Cl)cc1)c1cc(S(=O)(=O)N2CCOCC2)ccc1Cl | 92 | .
COc1cc(NC(=O)c2cc3ccccc3o2)ccc1NC(=O)c1ccco1 | . | 2
CCN(CC)CCN1C(=O)C(O)=C(C(=O)c2cc3ccccc3o2)C1c1cccnc1 (stereo not drawn) | 65 | 0
CCOc1cc(OCC)cc(C(=O)Nc2cc(C)ccn2)c1 | . | 9
Cc1ccc(OCCn2ccc(=O)[nH]c2=O)cc1C | 95 | 2
Cc1cccc(C#Cc2ccccc2)n1 | 97 | .
CCOc1ccc2nc(NC(=O)CSc3nc4c(c(=O)n(C)c(=O)n4C)n3CC)sc2c1 | 86 | 1
Cc1nnc(N)nc1C | . | 3
COc1ccc(-c2csc(N3CCOCC3)n2)cc1OC | 100 | 5
CCOC(=O)CSc1nc2sc3c(c2c(=O)n1-c1ccccc1)CCN(C)C3 | . | 2
COc1ccc(-c2cc(C(F)(F)F)n3nc(C(N)=O)c(Cl)c3n2)cc1OC | . | 2
CCOC(=O)c1ccc(Nc2nc3nonc3n3cnnc23)cc1 | . | -4
CC(C)(C)NC(=O)c1cccc(C(=O)Nc2cccc(O)c2)c1 | . | -1
CCN(Cc1ccccc1)C(c1cccc(C#N)c1)c1nnnn1C(C)(C)C (stereo not drawn) | 77 | 4
CCN(C(=O)CN1C(=O)c2ccccc2C1=O)c1ccccc1C | 162 | -8
COc1ccc(C(=O)NCCN(C)C)cc1OC | . | -2
CCOC(=O)N1CCN(C(=O)c2ccc(N3C(=O)CCC3=O)cc2)CC1 | 104 | 14
COc1ccc(OC)c(CCNC(=O)Cn2sc3nc(C)cc(C)c3c2=O)c1 | 75 | 10
NNc1nnc2c(n1)[nH]c1ccc(Br)cc12 | . | -15
CCc1cc(=O)oc2cc(OC(C)=O)ccc12 | . | 4
COC(=O)c1ccccc1NC(=O)c1ccc(-c2cccc(Cl)c2)o1 | . | 1
CCN1CCN(CC(O)COc2ccc(C)c(C)c2)CC1 (stereo not drawn) | 142 | 0
O=C1CC(N2CCN(c3ccc(Cl)cc3)CC2)C(=O)N1CCc1ccccc1 (stereo not drawn) | . | 0
O=S1(=O)CCN2C=Nc3sc4c(c3C2=N1)CCCC4 | 94 | -2
Cc1ccc(-c2c3c(=O)n(C)c(=O)n(C)c3cn2-n2cnnc2)cc1 | 88 | 7
Cc1cc(C)nc(/N=C(/N)C2=C(O)CC(C)(C)CC2=O)n1 | . | 13
O=C(O)CC(O)C(=O)O (stereo not drawn) | 106 | -3
New compounds follow.
SMILES | BAP1 inh | HePTP inh
COC(=O)c1c(C)oc2cc(Br)c(OCC(=O)OC(C)(C)C)cc12 | . | 2
CCCCN(CC)C(=O)c1ccc(Cl)c(Cl)c1 | 82 | 4
CC1CCc2nc(NC(=O)CN3CCN(Cc4ccc5c(c4)OCO5)CC3)sc2C1 (stereo not drawn) | 117 | 11
COc1cc(C2CC(=O)N(CC(=O)NCc3ccco3)c3ccccc3S2)cc(OC)c1OC (stereo not drawn) | 115 | 5
COc1ccc(/C=C/C(=O)N2CCCCCC2)cc1Br | . | -7
N[C@@H](Cc1ccc(O)c(O)c1)C(=O)O | 88 | .
COCCNC(=O)c1cc(-c2ccc3c(c2)OCO3)on1 | 105 | -4
O=C1CC(NCc2ccco2)C(=O)N1CCc1ccccc1 (stereo not drawn) | 115 | 7&-2
Cc1cc(NC(=O)CN2CCOCC2)c2ccccc2n1 | . | 4
Cn1c(=O)c(=O)n(C)c2cc(S(=O)(=O)N3CCN(c4cccc(C(F)(F)F)c4)CC3)ccc21 | 115 | -2
Cc1c(Cl)cccc1NC(=O)C(=O)NC1CC(C)(C)NC(C)(C)C1 | . | 2
CCOC(=O)c1ccc(Nc2ncnc3ccc(C)cc23)cc1 | . | 2
CCOc1ccccc1NC(=O)CN(c1ccc(C)cc1)S(=O)(=O)c1ccc(OC)c(OC)c1 | . | 6
CCOC(=O)N1CCN(C(=O)c2cc(-c3ccc(F)cc3)[nH]c2C)CC1 | 80 | 10
CC1(C)CC(NC(=O)C23CCC(C)(/C(=N/O)C2)C3(C)C)CC(C)(C)N1 (stereo not drawn) | 112 | 4
Cc1cc(C)c(NC(=O)COc2ccc(Cl)cc2)c(C)c1 | 177 | .
O=C(c1ccc2nc(N3CCOCC3)sc2c1)N1CCN(C(=O)c2ccco2)CC1 | 102 | -2
CCc1cc2c(CN3CCN(CC)CC3)cc(=O)oc2cc1O | . | -12
CC1(C)CC(C#N)(N2CCOCC2)CCO1 (stereo not drawn) | 122 | 6
Cc1ccc(/C=C2/SC(=S)N(CC(=O)O)C2=O)cc1 | . | 6
O=C(O)C1CC(=O)N(Cc2cccs2)C1 (stereo not drawn) | 154 | 2
O=C(NCc1ccccn1)c1ccc2nc(-c3ccco3)c(-c3ccco3)nc2c1 | 75 | 37
COc1ccccc1C/C(N)=N/OC(=O)c1cccc(Br)c1 | . | 2
CN(C)CCOC(c1ccccc1)c1ccccc1 | 72&87 | 13
CCOc1ccc(N2C(=O)CC(C(C)c3ccccc3)C2=O)cc1 (stereo not drawn) | . | 0
Cc1n[nH]c(C)c1Sc1ccc(Br)cc1 | . | 4
CCN1CCN(Cc2ccc(OCc3ccccc3)cc2)CC1 | 132 | 6
Cc1[nH]c2ccccc2c1C1=CN2CCS(=O)(=O)N=C2S1 | 121 | 5
O=[N+]([O-])c1cnc(-c2ccccc2)nc1 | . | 8
CCOc1ccccc1C1C2=C(CC(C)(C)CC2=O)Nc2ccccc2N1C(=O)c1ccccc1 (stereo not drawn) | 96 | .
CCOCC(O)CSCc1ccc(Cl)cc1 (stereo not drawn) | . | -1
Cc1nn(Cc2ccc(Cl)cc2)c(C)c1NC(=O)c1cc(-c2ccc3c(c2)OCO3)on1 | 60 | 4
COc1cccc(N2C(=O)C(=O)/C(=C(\O)c3ccccc3)C2c2cccc(F)c2)c1 (stereo not drawn) | . | 2
Cc1ccccc1NS(=O)(=O)c1ccc2[nH]cc(C(=O)N(C)Cc3ccco3)c(=O)c2c1 | . | 6
Cc1ccc2nc(NC(=O)C3CCCCC3C(=O)O)sc2c1 (stereo not drawn) | . | -7
c1cncc(Nc2nc(-c3ccncc3)cs2)c1 | 75 | 9
O=C1c2ccccc2C2(c3ccccc3)NCCN12 (stereo not drawn) | 80 | 4
Cc1cccc(CN(C)CCc2ccccn2)c1 | 111 | 6
O=C(Cn1cnc([N+](=O)[O-])n1)N1CCCC1 | 104 | .
CS(=O)(=O)N1CCC(C(=O)Nc2ccccc2F)CC1 | 123 | 9
COc1ccc(N(Cc2ccc(C(=O)NC3CCCCC3)cc2)S(=O)(=O)c2ccccc2)cc1 | . | 3
O=C(CC(=O)c1ccccc1)Nc1cccnc1 | . | 1
O=C(Nc1ccc(-c2nnc(-c3ccccc3)o2)cc1)c1cccs1 | . | 44
CCCOC(=O)c1cccc(NC(=O)c2cccs2)c1 | . | 3
CCOC(=O)c1c(NC(=O)c2ccc(Cl)cc2NS(=O)(=O)c2ccccc2)sc2c1CCCC2 | 157 | .
CCn1c2ccccc2c2cc(CNc3ccc(C)c(C)c3)ccc21 | . | 5
O=C1N=C(N=Nc2c(O)[nH]c3ccccc23)S/C1=C/c1ccc(Br)cc1 | . | 103*

Gathered by group, those above with four or more nitrogen atoms
SMILES | BAP1 inh | HePTP inh
Clc1ccc(-n2ncc3c(NCCN4CCOCC4)ncnc32)cc1 | 125 | .
CCOc1ccc(NC(=O)CC2S/C(=N\N=C3/C=C(C)CC(C)(C)C3)NC2=O)cc1 (stereo not drawn) | . | 10
COc1cc2ccccc2cc1C(=O)Nc1ccc(S(=O)(=O)Nc2nc(C)cc(C)n2)cc1 | . | 8
CCCCn1c(SCC(=O)Nc2nc(C)cs2)nnc1-c1cccnc1 | 95 | 10
O=C1c2ccccc2C(=O)N1/N=C/c1ccc(Oc2ccc([N+](=O)[O-])cn2)cc1 | . | 7
CCCN(CCC)c1nc(NC2CCN(C(=O)OCC)CC2)nc(OC)n1 | 91 | 2
COc1ccc(C(c2sc3nc(C)nn3c2O)N2CCC3(CC2)OCCO3)cc1 (stereo not drawn) | 102 | 4
O=C(Nc1ccc(Cl)c(Cl)c1)Nc1nnc(SCc2ccccc2)s1 | . | 1
CCN(C1CCCCC1)S(=O)(=O)c1ccc(S(=O)(=O)N2CCN(CCC#N)CC2)cc1 | 101 | 2
CCOc1ccc2nc(NC(=O)CSc3nc4c(c(=O)n(C)c(=O)n4C)n3CC)sc2c1 | 86 | 1
Cc1nnc(N)nc1C | . | 3
COc1ccc(-c2cc(C(F)(F)F)n3nc(C(N)=O)c(Cl)c3n2)cc1OC | . | 2
CCOC(=O)c1ccc(Nc2nc3nonc3n3cnnc23)cc1 | . | -4
CCN(Cc1ccccc1)C(c1cccc(C#N)c1)c1nnnn1C(C)(C)C (stereo not drawn) | 77 | 4
NNc1nnc2c(n1)[nH]c1ccc(Br)cc12 | . | -15
Cc1ccc(-c2c3c(=O)n(C)c(=O)n(C)c3cn2-n2cnnc2)cc1 | 88 | 7
Cc1cc(C)nc(/N=C(/N)C2=C(O)CC(C)(C)CC2=O)n1 | . | 13
CC1CCc2nc(NC(=O)CN3CCN(Cc4ccc5c(c4)OCO5)CC3)sc2C1 (stereo not drawn) | 117 | 11
Cn1c(=O)c(=O)n(C)c2cc(S(=O)(=O)N3CCN(c4cccc(C(F)(F)F)c4)CC3)ccc21 | 115 | -2
O=C(c1ccc2nc(N3CCOCC3)sc2c1)N1CCN(C(=O)c2ccco2)CC1 | 102 | -2
O=C(NCc1ccccn1)c1ccc2nc(-c3ccco3)c(-c3ccco3)nc2c1 | 75 | 37
Cc1nn(Cc2ccc(Cl)cc2)c(C)c1NC(=O)c1cc(-c2ccc3c(c2)OCO3)on1 | 60 | 4
c1cncc(Nc2nc(-c3ccncc3)cs2)c1 | 75 | 9
O=C(Cn1cnc([N+](=O)[O-])n1)N1CCCC1 | 104 | .
O=C1N=C(N=Nc2c(O)[nH]c3ccccc23)S/C1=C/c1ccc(Br)cc1 | . | 103*
